# Giardia FBPA inh – qHTS Assay for Inhibitors of Fructose-1,6-bisphosphate Aldolase from Giardia Lamblia | A8B2U2 | Potency, µM (titrated, usually from 59.6 µM), for the others: at the highest dose activity, negative = inhibition, most hits filed as inhibitors | hit rate 0.71% among 290,000 | purified Giardia FBPA; further: potency means the concentration at half of the fitted maximal effect; nearly all actives have a fitted effect of over 55% in size
# Target sequence (A8B2U2 whole entry, looked up): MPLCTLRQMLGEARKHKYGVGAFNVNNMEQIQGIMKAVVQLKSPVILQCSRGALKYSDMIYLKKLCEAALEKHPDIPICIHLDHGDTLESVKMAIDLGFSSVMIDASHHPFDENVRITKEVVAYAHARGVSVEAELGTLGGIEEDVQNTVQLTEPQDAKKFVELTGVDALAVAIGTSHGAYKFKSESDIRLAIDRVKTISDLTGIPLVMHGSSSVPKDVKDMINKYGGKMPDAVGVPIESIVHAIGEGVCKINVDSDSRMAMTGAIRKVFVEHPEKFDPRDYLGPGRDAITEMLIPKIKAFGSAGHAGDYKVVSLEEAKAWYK
#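 Giardia FBPA (40 nM reagent) was preincubated 10 min at RT with compound (up to 57.5 uM final), then substrate plus GAPDH/TPI/NAD/arsenate coupling system with diaphorase/resazurin was added; resorufin fluorescence (525/598 nm) was read after 20 min.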
# AmpC no deterg – qHTS Inhibitors of AmpC Beta-Lactamase (assay without detergent); P00811; AmpC nitrocefin hydrolysis, absorbance 480 nm, 0.0001% Triton; Potency, µM (series often up to 57.1 µM), for inactives: top-dose activity change, negative = inhibition, most hits filed as inhibitors; hit rate 0.52% among 330,000;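 further: potency means the concentration at half of the fitted maximal effect; plate controls were no compound for no effect and no enzyme for full effect; nearly all actives have a fitted effect of over 20% in size; some results filed as inactive show a strong effect at the top dose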
# Target sequence (P00811 whole entry, looked up): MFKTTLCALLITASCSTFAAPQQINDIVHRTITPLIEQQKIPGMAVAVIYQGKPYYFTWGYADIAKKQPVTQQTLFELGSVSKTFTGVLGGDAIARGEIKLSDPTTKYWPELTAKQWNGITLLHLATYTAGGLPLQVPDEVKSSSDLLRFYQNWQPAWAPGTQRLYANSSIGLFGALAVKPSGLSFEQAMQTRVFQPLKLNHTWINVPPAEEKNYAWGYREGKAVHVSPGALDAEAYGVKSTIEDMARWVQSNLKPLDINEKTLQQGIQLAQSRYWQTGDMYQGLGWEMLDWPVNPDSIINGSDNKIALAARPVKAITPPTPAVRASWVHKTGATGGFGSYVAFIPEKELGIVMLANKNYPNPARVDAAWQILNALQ
#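 20 mM phosphate pH 7.0 + 0.01% (detergent screen) or 0.0001% Triton X-100; 5.3 nM AmpC reagent; cpd preinc 15 min RT; nitrocefin (800 uM stock) to start; A480 q20 s × 4 min; Activity was normalised to no-enzyme and no-compound control wells.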
# Sm TGR block – qHTS Assay for the Inhibitors of Schistosoma Mansoni Peroxiredoxins; Schistosoma mansoni thioredoxin glutathione reductase (TGR), Q962Y6; purified TGR, DTNB reduction, TNB absorbance 405 nm; Potency, µM (doses to about 114 µM), without a hit: at the top dose activity change, negative = inhibition, most hits filed as inhibitors; hit rate 3% among 360,000; further: potency means the concentration at half of the fitted maximal effect; nearly all actives have a fitted effect of over 60% in size
#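 Kinetic colorimetric format: TGR-catalysed, NADPH-driven DTNB reduction monitored via TNB absorbance. Enzyme dispensed at 20 nM; compound exposure 15 min at room temperature before reaction start.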
# AmpC detergent – qHTS Inhibitors of AmpC Beta-Lactamase (assay with detergent). hit rate 0.041% among 370,000. AmpC hydrolysis of nitrocefin, absorbance 480 nm, 0.01% Triton. P00811. Potency, µM (highest dose often 114 µM), for the others: top-dose activity change, negative = inhibition, most hits filed as inhibitors;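 further: potency means the concentration at half of the fitted maximal effect; 0% = no-compound wells and -100% = no-enzyme wells; nearly all actives have a fitted effect of over 25% in size; some results filed as inactive show a strong effect at the top dose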
#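 AmpC (5.3 nM in the dispensed reagent) in 20 mM phosphate pH 7.0 with 0.01% (detergent screen) or 0.0001% Triton X-100 was preincubated with compounds for 15 min at room temperature. Nitrocefin was then added from an 800 uM solution, and hydrolysis was followed at 480 nm.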
# HCMV inh – qHTS Assay for inhibitors of the human cytomegalovirus (HCMV) | activity change, negative = inhibition, % at 57.5 µM | HFF cells, HCMV-luciferase reporter, 72 h; stronger effect = lower value | hit rate 4.5% among 410,000 | AID 1259415, 2018; in the data active means activity change below about -60%; inconclusive means no clear call, values can overlap the other calls; inactive means above about -39%
#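 Two-dose cell screen: HFF monolayers treated with compounds and infected with luciferase-expressing HCMV at 1 PFU/cell, 72 h at 37C, then lysed for luciferase measurement.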
# AMA1-RON2 inh – qHTS for Inhibitors of AMA1-RON; Towards Development of Antimalarial Drug Lead: Primary Screen. Plasmodium falciparum AMA1 (3D7) - RON2 peptide interaction. AlphaScreen AMA1-biotinylated RON2 peptide binding. Potency, µM (series often up to 58.2 µM), without a hit: at the top dose activity change, negative = inhibition, most hits filed as inhibitors. hit rate 0.2% among 360,000;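 further: potency means the concentration at half of the fitted maximal effect; 0% = vehicle wells and -100% = peptide control; nearly all actives have a fitted effect of over 45% in size; some results filed as inactive show a strong effect at the top dose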
#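 AMA1 (3D7) with his tag at 25 nM final met compounds first, then biotinylated RON2 peptide at 25 nM; detection used donor plus acceptor beads, 10 µg/mL apiece, read by AlphaScreen after 30 min at room temperature.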
# * hit, by the source's call; ? = inconclusive; . = no result given; [ ] = another dose, or the depositor's remark. Unless noted, the call rests on the fitted dose curve; in most records, active means well fitted curve in the direction sought with a large enough effect; inconclusive means small, poorly fitted or top-dose-only effect, or another doubt; inactive means no such curve, though single readings can be large; an effect the other way counts as inactive or inconclusive. Unless noted, on the % scale 0 is the no-effect control and ±100 the full control effect.
# Start of the listing, in advance:
# Every second line gives: AMA1-RON2 inh, Giardia FBPA inh, AmpC detergent, Sm TGR block, AmpC no deterg, HCMV inh
CC(C)=CCN1CCN(Cc2ccoc2)CC1CCO (stereo not drawn)
→ -2.7%, 4.7%, 5.3%, -31.8%, -9.2%, -34.7
CC(CCc1ccccc1)NC(=O)COc1ccc(S(=O)(=O)N2CCOCC2)cc1[N+](=O)[O-] (stereo not drawn)
→ 9.0%, -0.5%, ?, -1.4%, 213.2%[activator], -14.5
CCC(=O)Nc1ccc(/C(C)=N\NC(=O)c2ccc(C)s2)cc1
→ 11.5%, 6.8%, -14.4%, 6.1%, -19.8%, -22.5
O=C(c1cc2ccccn2n1)N1CCN(Cc2ccccc2)CC1
→ -0.5%, -18.0%, ?, -7.1%, 1.5%, 37.7

# Main list, from the start:
# Every second line gives: AMA1-RON2 inh, Giardia FBPA inh, AmpC detergent, Sm TGR block, AmpC no deterg, HCMV inh
CC(C)=CCN1CCN(Cc2ccoc2)CC1CCO (stereo not drawn)
→ -2.7%, 4.7%, 5.3%, -31.8%, -9.2%, -34.7
CC(CCc1ccccc1)NC(=O)COc1ccc(S(=O)(=O)N2CCOCC2)cc1[N+](=O)[O-] (stereo not drawn)
→ 9.0%, -0.5%, ?, -1.4%, 213.2%[activator], -14.5
CCC(=O)Nc1ccc(/C(C)=N\NC(=O)c2ccc(C)s2)cc1
→ 11.5%, 6.8%, -14.4%, 6.1%, -19.8%, -22.5
O=C(c1cc2ccccn2n1)N1CCN(Cc2ccccc2)CC1
→ -0.5%, -18.0%, ?, -7.1%, 1.5%, 37.7
CCOC(=O)C1=C(CN2CCc3ccccc32)NC(=O)NC1c1ccc(Cl)cc1 (stereo not drawn)
→ 0.6%, -6.0%, 0.0%, -12.9%, -17.9%, -4.5
O=C(CN1C(=O)c2ccccc2C1=O)Nc1cccc2cccnc12
→ 81.1%[activator], -3.9%, ?, 2.6%, -24.0%, 48.6
Cc1ccc(C)c(N2CCN(C(=O)c3cc4c(=O)n(Cc5ccco5)ccc4nc3C)CC2)c1
→ ., ., 0.9%, 39.8µM*, ., -39.1
CCOCCc1nn2c(=O)cc(COC(=O)c3ccc4c(c3)OCO4)nc2s1
→ ., ., -2.1%, 7.2%, ., 21.1
COc1ccc(NS(=O)(=O)c2ccc(NC(=O)C3CC3)cc2)cc1
→ 16.7%, ., 0.8%, -17.8%, -44.2%, -10.1
CCOc1ccccc1CN1CCN(Cc2ccc(C)o2)CC1CCO (stereo not drawn)
→ -4.1%, 4.2%, 2.9%, 0.0%, 26.7%, -3.1
Cc1cc(NC(=O)Cc2c(F)cccc2Cl)no1
→ -22.6%, 1.8%, -18.6%, -8.5%, -13.3%, 9.5
CCOc1ccc(S(=O)(=O)n2cc(-c3ccc(F)cc3)c(N)n2)cc1
→ -0.2%, -3.5%, 1.1%, -3.7%, -27.1%, -20.0
COc1ccc(Br)cc1CN(C)CC(=O)Nc1ccccc1Cl
→ 13.2%, 8.0%, -2.4%, 5.5%, -14.3%, 27.6
Cc1ccc(CNC(=O)c2c(Nc3c(C)cccc3C)sc(C(=O)c3ccccc3)c2N)cc1
→ ., ., 7.0%, -35.1%, ., 2.9
Cc1cc(-c2ccccc2)n2ncnc2n1
→ -11.3%, 0.5%, -6.4%, -0.5%, -15.1%, -24.7
COc1cc2ccccc2cc1C(=O)OCC(=O)N1CCOCC1
→ 1.4%, -0.2%, -9.9%, -24.2%[11.4 µM], 11.2%, -25.6
O=C(Cn1cnc([N+](=O)[O-])n1)N/N=C/c1cc(Cl)ccc1O
→ 46.8%[activator], 3.8%, -2.8%, 39.3%[activator], -25.7%, 32.3
COc1cc(OC)cc(-c2c(-c3ccc(F)cc3)c3cc(-c4ccc5cc[nH]c5c4)ccc3n2C)c1
→ -10.0%, ., 6.5%, -8.0%, -18.3%, -4.9
COc1cc(/C=C/C(=O)N2CCN(C(=O)/C=C/c3cc(OC)c(OC)c(OC)c3)CC2)cc(OC)c1OC
→ -0.9%, 5.5%, 1.7%, -10.5%, -4.9%, .
Cc1ccccc1NC(=O)CSc1nnc(Cc2ccccc2)c(=O)n1N
→ -3.8%, ., -6.6%, -6.9%, -10.5%, 29.1
Cc1cccc(NC(=O)CCCCCN2C(=O)[C@@H]3Cc4ccccc4CN3C2=O)c1
→ -11.3%, ., 1.5%, -0.4%, 35.0%, -32.0
COC(=O)c1sc(N)nc1C(C)(C)C
→ 2.5%, -8.3%, -3.9%, -2.2%, ?, -12.9
CCOC(=O)c1c(NC(=O)CN(CC)CC)sc2c1CCC2
→ 40.5%[activator], -0.5%, 0.9%, -28.3%, 33.1%, 76.1
Cc1ccc(C)c(NC(=S)N(C)CCO)c1
→ 18.3%, -4.7%, -5.9%, 11.4%, -18.3%, -39.8
COC(=O)c1ccc(NC(=O)c2ccccc2NS(C)(=O)=O)cc1
→ 4.9%, -1.5%, 5.2%, -2.0%, -19.9%, 50.8
CCOCCCNC(=S)N1CCCN(c2nc3cc(C)ccc3cc2C#N)CC1
→ -0.5%, -11.9%, 5.7%, 0.4%, 134.5%[activator], -23.9
CCCOc1ccc(N2CC(C(=O)Nc3ccccc3C(=O)NCc3ccco3)CC2=O)cc1 (stereo not drawn)
→ -1.9%, 1.0%, 0.7%, -1.1%, 25.6%, 46.7
CCC(C(=O)O)n1nnc(-c2ccc(OCc3ccccc3)c(OC)c2)n1 (stereo not drawn)
→ ., -17.7%, 1.8%, 3.4%, -12.2%, -1.5
Cc1cc(-c2cc(C(=O)NCc3ccccc3)on2)nc(NC2CCCC2)n1
→ 1.9%, -3.8%, 2.3%, 7.3%, 30.4%, 19.5
CCOC(=O)c1c(C)[nH]c(C(=O)OC(C)C(=O)NC2CCCCC2C)c1C (stereo not drawn)
→ -10.6%, ., -0.8%, -1.0%, -15.1%, 78.6
COC(=O)c1nc(NC(=O)C(C)C)n[nH]1
→ -6.0%, -14.5%, 5.1%, 17.8µM*, -16.9%, -17.8
CCOC(=O)N1CCN(c2c(N3CCN(c4ccccn4)CC3)c(=O)c2=O)CC1
→ -3.4%, 3.7%, 0.8%, 0.4%, 13.7%, 28.7
CSc1nc2c(ccc3ccccc32)o1
→ -10.7%, -1.4%, -5.4%, -16.9%, -17.4%, 4.9
Cc1ccc(NC2CCCN(C(=O)C3CCCCC3)C2)cc1C (stereo not drawn)
→ -14.5%, -2.1%, 0.0%, 1.5%, 147.5%[activator], -27.8
COc1ccc(-n2c(=O)cc(N3CCOCC3)[nH]c2=O)cc1
→ 3.2%, -1.9%, -10.7%, 12.8%, -12.6%, 26.5
CCCc1cc(C(=O)Nc2ccn(Cc3ccc(C)cc3)n2)no1
→ 9.4%, 8.7%, -4.4%, -2.6%, -30.2%, -31.4
CCOC(=O)c1c(NC(=O)c2cc(-c3ccc(O)cc3)on2)sc(C(C)=O)c1C
→ -5.1%, 3.1%, ?, -8.9%, -29.3%, -22.5
NNC(=O)CCC(=O)Nc1ccccc1
→ 97.2%[activator], -0.5%, ?, 15.2%, -29.8%, ?
Cc1cc(C=C2C(=O)c3ccccc3C2=O)c(C)n1-c1ccc(Cl)cc1
→ -5.9%, -5.4%, -0.6%, -10.9%, -16.8%, 5.0
CN1CCN(c2ccc(S(=O)(=O)N3CCOCC3)cc2NC(=O)COc2ccc(F)cc2Cl)CC1
→ -9.7%, ., -10.2%, 1.7%, 229.5%[activator], -26.5
COc1ccc(NC(=O)c2nc(SC)ncc2Cl)cc1
→ -11.5%, -5.3%, 9.9%, 14.3%, -31.0%, 0.0
O=C1NCCCC1C(=O)N/N=C/c1ccc([N+](=O)[O-])cc1 (stereo not drawn)
→ 20.4%, -0.1%, -1.0%, 10.1%, -5.1%, 18.4
O=C(Nc1cnc2ccccc2c1)N1CCCCC1
→ -19.4%, -2.9%, 2.4%, 7.2%, -10.2%, 43.2
Cc1c(O)c(CN2CCCC2)cc2c3c(c(=O)oc12)CCC3
→ 0.9%, -18.2%, 6.7%, ?, -8.8%, 88.4
CCOC(=O)Cn1nc(C)c2c1CCCC2=O
→ 13.5%, -7.8%, -7.5%, 1.9%, -9.2%, 1.9
COC(=O)C(NS(=O)(=O)c1ccc(NC(C)=O)cc1)C(C)C (stereo not drawn)
→ -6.6%, 3.3%, -4.9%, 6.2%, -12.2%, 28.4
Cc1cccc(CSCCNC(=O)COc2ccc(Cl)cc2)c1
→ 9.4%, 2.1%, -1.9%, 4.1%, -13.3%, 20.0
C/C(=N\NC(=O)c1nnn(-c2nonc2N)c1-c1ccc(Cl)c(Cl)c1)c1ccncc1
→ 7.6%, -6.2%, -6.2%, -6.5%, 98.1%[activator], -6.7
CCn1c2ccccc2c2cc(NC(=O)CSc3nnc(-c4cccc(F)c4)o3)ccc21
→ 6.2%, 0.5%, -0.3%, 0.3%, -36.2%, -25.4
COc1ccccc1N1CCN(C(=O)c2ccc3c(c2)N(Cc2cc(C)ccc2C)C(=O)c2ccccc2S3(=O)=O)CC1
→ ., ., -1.3%, -3.2%, ., -66.8*

# Going on with the list.
# Every second line gives: AMA1-RON2 inh, Giardia FBPA inh, AmpC detergent, Sm TGR block, AmpC no deterg, HCMV inh
O=C(COC(=O)c1cccc(-n2cnnn2)c1)c1ccc(Br)cc1
→ -3.2%, ., ?, -1.8%, -19.6%, 35.8
COc1cc(CN(C(=S)NCC(=O)NC2CC2)C2CCCC2)cc(OC)c1OC
→ 2.3%, -0.6%, ?, -3.6%, 89.7%[activator], 1.3
CCC1CCC2(CC1)NC(=O)N(CC(=O)N1CCc3ccccc31)C2=O (stereo not drawn)
→ -2.3%, ., ., ., -11.2%, 10.0
Cc1nc2cc(-c3ccccc3)nn2c(C)c1CCC(=O)N1CCC2(CC1)OCCO2
→ -17.7%, -4.5%, ?, 3.3%, 38.3%[activator], -30.0
Cc1ccc(F)cc1NC(=O)COC(=O)COc1ccc(C#N)cc1
→ 3.3%, ., -6.1%, 2.8%, -13.4%, 2.0
COC(=O)C1=C(c2cccc3c2S(=O)(=O)c2ccccc2-3)C[C@@H]2CC[C@H]1N2C(=O)N1CCc2cc(OC)c(OC)cc2C1
→ -9.0%, ., ?, -5.3%, 121.7%[activator], -14.5
O=C(CN1C(=O)NC2(CCCCCC2)C1=O)c1ccc(Cl)s1
→ 0.8%, ., ?, ?, -37.5%, -22.1
O=C(NCc1cccnc1)C1CCC(CNS(=O)(=O)c2cccc3nsnc23)CC1 (stereo not drawn)
→ -2.3%, 4.9%, -8.0%, 7.3%, 0.0%, -2.5
Cc1ccc(-c2cc(C(F)F)n3ncc(C(=O)N4CCc5ccccc54)c3n2)cc1
→ 9.4%, 0.1%, -11.5%, ., -11.3%, 29.1
Cc1cc(N2CCCC2=O)ccc1S(=O)(=O)NCCOc1ccccc1
→ 3.8%, 5.2%, 1.2%, 0.4%, -13.6%, -68.0*
O=C(CCn1c(=O)c2sccc2n(Cc2ccc(F)cc2Cl)c1=O)NCc1ccc2c(c1)OCO2
→ ., ., 17.3%, 6.8%, ., 24.9
